Screening results from PubChem.
F508del corr – F508del CFTR correction, initial screen, CFBE line, single point. CFBE cells, YFP halide quenching; stimulated with forskolin plus potentiator P3; % fluorescence drop versus neutral controls. 350,000 tested, 0.36% active. AID 720511, 2013. activity (quench increase), % at 7.58 µM;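 active = mean added fluorescence quench of at least 8% versus neutral control, with both replicates also reaching 8%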;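 also: cells transiently co-express mutant CFTR-F508del with the halide-sensitive YFP; corrector assay measuring rescue of mutant channel to the surface after 24 h compound exposure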
CASP6 VEID inh – human caspase-6 inhibitors, primary screen, biochemical, VEID-R110 fluorescence, single point, set 2; P55212; purified caspase-6, Z-VEID-R110 cleavage fluorescence; inhibition, % at 12.5 µM; 350,000 tested, 0.53% active;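 active = mean inhibition across replicates at least about 35%, with every replicate also reaching that limit, limit read from the data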;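 also: 0% = median of neutral control wells and 100% = no fluorescence left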
Target sequence (P55212 24-179 limits assumed): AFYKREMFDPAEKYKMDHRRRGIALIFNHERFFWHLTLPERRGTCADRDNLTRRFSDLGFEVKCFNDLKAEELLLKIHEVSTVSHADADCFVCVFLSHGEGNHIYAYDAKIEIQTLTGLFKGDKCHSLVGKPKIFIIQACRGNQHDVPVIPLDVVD
Target sequence (P55212 194-293 limits assumed): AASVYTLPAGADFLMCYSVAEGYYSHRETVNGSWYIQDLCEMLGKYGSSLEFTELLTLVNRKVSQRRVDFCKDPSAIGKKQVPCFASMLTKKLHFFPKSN
miR122 inh – miR-122 Renilla sensor signal increase in Huh7, primary screen, miR-122 inhibitor project, cell-based, single point, plate reader | AID 602342, 2012 | activation (reporter increase), % at 12.5 µM | Huh7 miR-122 Renilla luciferase sensor, 48 h; neutral wells = 0, positive control = 100 | 340,000 tested, 0.3% active;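 active = mean replicate activation score at least 90 and every replicate individually at or above 90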;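 also: higher luciferase means less miR-122 activity so hits act as miR-122 inhibitors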
DENV2 CPE rescue – inhibitors of DENV2 cytopathic effect, primary screen, cell-based, plate reader, single concentration | DENV2-infected cells, cytopathic effect rescue | CPE inhibition, % at 9.99 µM | 350,000 tested, 1.7% active | AID 651640, 2012; in the data active = CPE inhibition above about 20%, passing the limit was not always enough; tested in BHK-21 cells;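 also: 0% = median of neutral control wells and 100% = median of positive control wells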
ERp5 inh – inhibitors of ERp5-driven insulin aggregation, primary screen, biochemical, turbidity, absorbance 650 nm, single point | Protein disulfide-isomerase A6 (Homo sapiens), Q15084 | 90 min | inhibition, % at 9.99 µM | 350,000 tested, 0.05% active | AID 651711, 2012;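 active = mean replicate inhibition above about 25%, with every replicate also reaching it, limit read from the data, passing the limit was not always enough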
Target sequence (Q15084 whole entry, looked up): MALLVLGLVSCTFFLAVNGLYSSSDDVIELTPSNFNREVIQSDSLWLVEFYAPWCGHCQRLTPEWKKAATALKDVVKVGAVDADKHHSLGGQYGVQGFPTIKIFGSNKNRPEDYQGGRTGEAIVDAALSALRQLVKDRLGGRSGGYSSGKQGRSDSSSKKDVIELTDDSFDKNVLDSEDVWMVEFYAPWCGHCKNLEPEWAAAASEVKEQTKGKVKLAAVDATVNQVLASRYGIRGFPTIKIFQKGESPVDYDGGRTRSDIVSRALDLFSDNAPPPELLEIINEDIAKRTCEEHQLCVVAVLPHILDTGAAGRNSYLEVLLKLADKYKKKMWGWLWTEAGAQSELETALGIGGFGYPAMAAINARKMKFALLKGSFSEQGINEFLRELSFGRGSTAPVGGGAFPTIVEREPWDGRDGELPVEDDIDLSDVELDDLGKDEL
SIRT5 block – SIRT5 desuccinylase inhibitors, primary screen, biochemical, fluorescence imaging, single point, set 5 | inhibition, % at 15 µM | Purified SirT5, succinyl-peptide AMC, trypsin-coupled fluorescence | AID 652115, 2013 | NAD-dependent protein deacylase sirtuin-5, mitochondrial (Homo sapiens), Q9NXA8 | 330,000 tested, 1.1% active; in the data active = inhibition above about 15%
Target sequence (Q9NXA8 whole entry, looked up): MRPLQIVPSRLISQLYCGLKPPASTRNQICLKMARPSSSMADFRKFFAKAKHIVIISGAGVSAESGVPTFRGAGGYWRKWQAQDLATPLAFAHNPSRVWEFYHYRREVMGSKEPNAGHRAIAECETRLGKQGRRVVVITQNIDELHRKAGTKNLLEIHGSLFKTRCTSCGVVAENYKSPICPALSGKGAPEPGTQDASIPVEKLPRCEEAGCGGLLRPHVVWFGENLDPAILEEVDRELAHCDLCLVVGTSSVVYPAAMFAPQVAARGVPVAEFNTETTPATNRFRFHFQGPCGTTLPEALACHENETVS
ERAP1 HTS inh – human ERAP1 aminopeptidase inhibitors, primary screen, biochemical, single point, plate reader; Endoplasmic reticulum aminopeptidase 1 (Homo sapiens), Q9NZ08; recombinant ERAP1, Leu-AMC fluorescence, 60 min; inhibition, % at 10.7 µM; 340,000 tested, 0.15% active; AID 652197, 2013;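 active = mean replicate inhibition of at least 30%, or all replicates individually reaching that 30% level; inactive = mean below 30% and not every replicate reaching it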;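 also: 0% = neutral control wells and 100% = L-leucinethiol positive control wells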
* = called active by the depositor; x = no result given; & = joins results of further samples; [ ] = remark or other dose.

entry	SMILES	ERAP1 HTS inh	DENV2 CPE rescue	F508del corr	SIRT5 block	ERp5 inh	CASP6 VEID inh	miR122 inh
1	C[C@@H]1CN([C@@H](C)CO)S(=O)(=O)c2ccc(-c3cncnc3)cc2O[C@@H]1CN(C)Cc1ccccc1	-1	5	-0.4	3	2	3	0[16.7 µM]
2	CC(C)NC(=O)N[C@H]1C=C[C@H](CC(=O)N2CCCCC2)O[C@@H]1CO	0	7	0.5	-1	0	2	8[16.7 µM]
3	CCCCCC(=O)N1C[C@@H](n2cc(COC(=O)c3ccccc3)nn2)[C@H](O)C[C@@H]1c1ccccc1	-2	1	-1.6	1	-1	1	-5
4	COCCOC(=O)c1c(NC(=O)COC(=O)c2ccc(C)o2)sc(C(N)=O)c1C	-1	-6	-0.3	-1	-5	8	-5
5	CC(=O)N1N=C(c2ccc(C)c([N+](=O)[O-])c2)OC1(C)C	x	-2	0.4	1	2	1	x
6	CC(=O)N(CCC(Cc1ccccc1)c1ccco1)Cc1ccco1 (configuration not stated)	0	2	0.3	-4	-3	16	0
7	Cc1ccc(NC(=O)CSc2nnc(Cc3cccn3C)n2-c2ccc(F)cc2)c(C)c1	-1	12	2.0	x	-1	4	1
8	O=C(NC1CCCC1)C(c1ccccc1F)N(C(=O)c1csnn1)c1ccccc1 (configuration not stated)	4	-4	-0.2	x	3	6	4
9	O=C(C[C@H]1C[C@@H]2c3cc(NC(=O)C4CCC4)ccc3O[C@@H]2[C@H](CO)O1)NCc1ccccc1F	1	6	0.4	5	3	0	-3[16.7 µM]
10	COc1ccc(-c2cc(C(=O)Nc3ccc(S(=O)(=O)Nc4ncccn4)cc3)c3ccccc3n2)cc1	0	8	1.1	-5	1	-1	4
11	NC(=O)c1ccsc1NC(=O)CS(=O)(=O)c1ccccc1	1	8	-1.6	0	-3	1	x
12	Nc1ccccc1C(=O)Nc1nccs1	-15	1	x	-6	7	-2	2
13	Cn1cc(Cl)cc(C(=O)Nc2ccccc2)c1=O	0	-2	1.3	6	1	0	4
14	CCC(=O)N[C@H]1C=C[C@@H](CC(=O)NCc2cc(F)cc(F)c2)O[C@@H]1CO	-1	-12	-1.5	5	11	0	x
15	CC[C@]12c3[nH]c4ccc(OC)cc4c3CCN1C(=O)C(CC(=O)NCc1cccc(C(F)(F)F)c1)C[C@@H]2C(=O)N1CCN(C(=O)c2ccco2)CC1 (some centres not stated)	-4	-8	0.5	-1	-11	4	-7
16	COCC(=O)Nc1ccc2c(c1)OC[C@H](C)N(Cc1cccc(F)c1)C[C@H](C)[C@H](OC)CN(C)C2=O	1	5	1.7	-1	-5	-3	x
17	CC/C(C)=N/Nc1nc(-c2cc3cccc(OC)c3oc2=O)cs1	1	-4	-1.0	8	-6	-3	-4
18	Cc1cc(C(=O)NCCN2CCOCC2)c2ccccc2n1	1	-2	-0.4	0	1	3	5
19	Cc1ccc(S(=O)(=O)NCCC(=O)OCC(=O)NCCc2ccccc2)cc1C	-1	19	1.0	2	-15	2	2
20	COc1cccc(C#Cc2ccc([C@@H]3[C@H](CO)N4C(=O)CN(C(=O)c5ccncc5)C[C@@H]34)cc2)c1	-1	3	2.6	3	-2	-3	x
21	COc1ccc(C(C(=O)NC(C)(C)C)N(C(=O)CNC(=O)c2cccs2)c2ccc(NC(C)=O)cc2)cc1OC (configuration not stated)	1	-8	1.1	-1	-1	-2	-3
22	COc1ccc(S(=O)(=O)Nc2ccc3c(c2)C(=O)N([C@H](C)CO)C[C@@H](C)[C@@H](CN(C)Cc2ccc4c(c2)OCO4)OCCCC[C@H](C)O3)cc1	-4	0	-2.2	8	4	0	-1[16.7 µM]
23	CCOC(=O)NC(=O)/C(C=Nc1ccc(Cl)c(Cl)c1Cl)=C(\C)O	0	-1	2.6	-7	0	-7	x
24	Cc1cccc2c3c([nH]c12)[C@H]1CCC(=O)N1CC3	1	14	-1.5	-4	0	1	x
25	C#CCNC(=O)C1=C[C@@H](c2coc3ccccc3c2=O)C[C@@H](OCCCCO)O1	-2&0	3&-16	0.4&-3.2	1&0	1&-1	4&0	-7
26	CCS(=O)(=O)Nc1ccc2c(c1)C(=O)N(C)C[C@H](OC)[C@H](C)CN(Cc1nccs1)[C@H](C)CO2	0	-8	-3.5	-5	-4	-1	-6[16.7 µM]
27	COc1cc(NC(=O)COC(=O)c2ccc([N+](=O)[O-])s2)cc(OC)c1OC	-1	-3	-3.1	-3	1	87*	19
28	COc1cc(C)ccc1OCc1cc(C(=O)NC(C)Cn2cncn2)no1 (configuration not stated)	-5	-8	-3.7	-5	3	-5	0
29	Nc1ccccc1-c1nc2ccncc2[nH]1	-15	3	-1.3	-45	-2	-1	-2
30	CO[C@@H]1CN(C)C(=O)c2cc(NC(C)=O)ccc2OC[C@@H](C)N(S(C)(=O)=O)C[C@H]1C	10	-5	-1.2	-3	0	0	x
31	COc1cc(SC)ccc1C(=O)N1CCN(c2ccccc2OC)CC1	-5	1	14*	-4	7	-1	9
32	COc1cc(-c2ccc3cc(OC)c(OC)c(OC)c3c2)cc(OC)c1OC	1	3	5.7	-4	-10	-1	x
33	CN1CCCN(S(=O)(=O)c2ccc3ccccc3c2)CC1	-3	14	1.7	0	1	-27	7
34	COc1cc(CNc2ccc(NC(C)=O)cc2)ccc1OCc1ccccc1C	-1	-1	3.1	-1	11	-2	-4
35	C[C@H](CO)N1C[C@H](C)[C@@H](CN(C)Cc2ccccn2)Oc2cc(-c3cccnc3)ccc2S1(=O)=O	0	-10	1.1	-1	-5	3	41[16.7 µM]
36	CCOc1ccccc1NC(=O)C1CCCN1S(=O)(=O)c1ccccc1C(F)(F)F (configuration not stated)	1	2	1.2	-10	7	3	-7
37	CN1c2ccc(-c3ccc(F)cc3)cc2[C@H]2[C@H](CCN2C(=O)Cc2cccnc2)[C@@H]1CO	-5	13	0.1	-2	-2	-5	-12[16.7 µM]
38	O=C(C1CCC1)N1CC(=O)N2[C@@H](CO)[C@H](c3ccc(-c4cccnc4)cc3)[C@@H]2C1	2	0	-1.6	-2	-5	4	x
39	CC(C)(C)c1ccc(C(=O)NCCC(=O)Nc2ccc3c(c2)OCCO3)cc1	-2	-3	-4.4	-1	0	3	x
40	COc1ccc(-n2c(CCC(=O)O)ccc2-c2ccc(F)cc2)c(OC)c1	2	1	1.1	-11	1	1	0
41	COc1ccc(C(=O)N/C(=C\c2cc(OC)c(OC)cc2[N+](=O)[O-])C(=O)NCCO)cc1	8	x	1.5	2	-6	2	x
42	O=C(C[C@@H]1C=C[C@@H](NC(=O)C2CCC2)[C@@H](CO)O1)NC1CCC1	-2	8	-4.3	0	-5	6	5[16.7 µM]
43	COc1cccc(CNC(=O)CCC(=O)N2Cc3cccc(OC)c3Oc3ncccc32)c1OC	3	-5	-1.0	-1	1	-2	x
44	COC(=O)c1nnn(-c2nonc2N)c1CSc1nnc(N)s1	x	0	-3.7	1	-1	1	2
45	COC(=O)c1ccc(N=Cc2c(C(F)(F)F)[nH][nH]c2=O)cc1	-3	3	-1.2	-2	-3	-4	x
46	NCC[C@H]1CC[C@H](NC(=O)C2CC2)[C@H](CO)O1	-3	-6	0.7	1	-3	0	x
47	C=C1C(=O)O[C@@H]2[C@H]3O[C@]3(C)CC/C=C(\C)CC[C@@H]12	-2	-6	0.2	-2	0	x	-10
48	COCCOC(=O)N1C(=O)[C@@]2(c3ccccc31)[C@H](c1ccccc1OCCO)N1[C@H](c3ccccc3)[C@H](c3ccccc3)OC(=O)[C@H]1[C@@H]2C(=O)NC[C@H](O)c1ccccc1	4	-5	2.3	-1	2	-2	x
49	COc1ccc(-c2ccc([C@H]3[C@@H](CO)N4C(=O)CN(C(=O)c5ccccc5)C[C@@H]34)cc2)cc1	1	0	-0.9	-1	-2	-3	x
50	O=C(C[C@H]1CC[C@@H]2[C@H](COC[C@@H](O)CN2C(=O)Nc2cccc(Cl)c2)O1)NCC1CCCCC1	0	-1	-3.8	6	1	-2	-8[16.7 µM]
51	O=C(O)CC(Cc1ccc(Br)cc1)C(=O)Nc1ccccc1 (configuration not stated)	0	2	2.7	-2	6	-1	-2
52	C[C@@H]1CN([C@H](C)CO)C(=O)c2cc(NC(=O)CCCCCC(=O)Nc3ccccc3N)ccc2O[C@@H]1CN(C)S(=O)(=O)c1ccc(Cl)cc1	2	8	0.0	6	-2	2	x

By substructure: those above containing four or more nitrogen atoms (13)
entry	SMILES	ERAP1 HTS inh	DENV2 CPE rescue	F508del corr	SIRT5 block	ERp5 inh	CASP6 VEID inh	miR122 inh
1	C[C@@H]1CN([C@@H](C)CO)S(=O)(=O)c2ccc(-c3cncnc3)cc2O[C@@H]1CN(C)Cc1ccccc1	-1	5	-0.4	3	2	3	0[16.7 µM]
3	CCCCCC(=O)N1C[C@@H](n2cc(COC(=O)c3ccccc3)nn2)[C@H](O)C[C@@H]1c1ccccc1	-2	1	-1.6	1	-1	1	-5
7	Cc1ccc(NC(=O)CSc2nnc(Cc3cccn3C)n2-c2ccc(F)cc2)c(C)c1	-1	12	2.0	x	-1	4	1
8	O=C(NC1CCCC1)C(c1ccccc1F)N(C(=O)c1csnn1)c1ccccc1 (configuration not stated)	4	-4	-0.2	x	3	6	4
10	COc1ccc(-c2cc(C(=O)Nc3ccc(S(=O)(=O)Nc4ncccn4)cc3)c3ccccc3n2)cc1	0	8	1.1	-5	1	-1	4
15	CC[C@]12c3[nH]c4ccc(OC)cc4c3CCN1C(=O)C(CC(=O)NCc1cccc(C(F)(F)F)c1)C[C@@H]2C(=O)N1CCN(C(=O)c2ccco2)CC1 (some centres not stated)	-4	-8	0.5	-1	-11	4	-7
21	COc1ccc(C(C(=O)NC(C)(C)C)N(C(=O)CNC(=O)c2cccs2)c2ccc(NC(C)=O)cc2)cc1OC (configuration not stated)	1	-8	1.1	-1	-1	-2	-3
26	CCS(=O)(=O)Nc1ccc2c(c1)C(=O)N(C)C[C@H](OC)[C@H](C)CN(Cc1nccs1)[C@H](C)CO2	0	-8	-3.5	-5	-4	-1	-6[16.7 µM]
28	COc1cc(C)ccc1OCc1cc(C(=O)NC(C)Cn2cncn2)no1 (configuration not stated)	-5	-8	-3.7	-5	3	-5	0
29	Nc1ccccc1-c1nc2ccncc2[nH]1	-15	3	-1.3	-45	-2	-1	-2
35	C[C@H](CO)N1C[C@H](C)[C@@H](CN(C)Cc2ccccn2)Oc2cc(-c3cccnc3)ccc2S1(=O)=O	0	-10	1.1	-1	-5	3	41[16.7 µM]
44	COC(=O)c1nnn(-c2nonc2N)c1CSc1nnc(N)s1	x	0	-3.7	1	-1	1	2
52	C[C@@H]1CN([C@H](C)CO)C(=O)c2cc(NC(=O)CCCCCC(=O)Nc3ccccc3N)ccc2O[C@@H]1CN(C)S(=O)(=O)c1ccc(Cl)cc1	2	8	0.0	6	-2	2	x

Arranged by value in CASP6 VEID inh (low to high): some entries from above.
entry	SMILES	ERAP1 HTS inh	DENV2 CPE rescue	F508del corr	SIRT5 block	ERp5 inh	CASP6 VEID inh	miR122 inh
43	COc1cccc(CNC(=O)CCC(=O)N2Cc3cccc(OC)c3Oc3ncccc32)c1OC	3	-5	-1.0	-1	1	-2	x
51	O=C(O)CC(Cc1ccc(Br)cc1)C(=O)Nc1ccccc1 (configuration not stated)	0	2	2.7	-2	6	-1	-2
46	NCC[C@H]1CC[C@H](NC(=O)C2CC2)[C@H](CO)O1	-3	-6	0.7	1	-3	0	x
